ER stress death: ER stress cell death inhibition; relative survival (cellular ATP), % at 15 µg/mL (by protocol); CSM14.1 thapsigargin ER stress survival, ATP luminescence; AID 1010; 48,000 compounds, 0.33% hits;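 active = survival measured by cellular ATP above 50% at 15 µg/ml in the first screen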;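 also: cell death triggered by about 15 µM thapsigargin; ATP read 24 h after thapsigargin was added; plate controls were thapsigargin with DMSO for no effect and DMSO without thapsigargin for full effect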
* hit, by the source's call. The list is partial, so the mix of outcomes need not match the whole.

SMILES | ER stress death
CC(=O)Nc1ccc(S(=O)(=O)Nc2cc(C)ccc2C)cc1 | 15
COC(=O)C1=C(C)N=c2s/c(=C\c3ccc(OC)cc3OC)c(=O)n2C1c1ccccc1 (configuration not stated) | -10
CCOC(=O)c1c(-c2ccccc2)oc2ccc(OC(=O)c3ccc([N+](=O)[O-])cc3)cc12 | -2
CN1CCO/C1=C(C#N)\C=C1/C(=O)N(c2c(Cl)cccc2Cl)c2ccccc21 | -4
CCOC(=O)c1ccc(NC(=O)Cc2ccc(Cl)cc2)cc1 | 4
Cc1ccc(N2C(=O)NC(=O)/C(=C\c3ccc(C)s3)C2=O)cc1 | -1
COC(=O)C(C)N(c1ccc(OC)cc1)S(C)(=O)=O (configuration not stated) | 17
CCOC(=O)c1ccc(N2NC(=O)/C(=C/c3ccc(Br)cc3)C2=O)cc1 | 2
CC(C)(C)C(=O)/C=C(N)\C=C\c1ccccc1 | -6
CCc1ccc(NC(=O)c2ccc(C(C)C)cc2)cc1 | -1
CC1=NN(c2nc(-c3ccc(Cl)c(Cl)c3)cs2)C(=O)C1 | 18
CC(C)(C)c1ccc(OCCNC(=O)/C=C/c2ccccc2)cc1 | 8
CC(C)c1ccc(/C=N/N2CCN(c3ccccn3)CC2)cc1 | 14
CN(C)CCN1C(=O)C(=O)/C(=C(/O)c2ccccc2)C1c1ccc(Br)cc1 (configuration not stated) | 0
CCOc1cc(C=C2C(=O)NC(=O)NC2=O)ccc1OCc1c(C)no[n+]1[O-] | 3
CCc1c(C)nn2cn[n+](Cc3ccc(Cl)cc3)c2c1[O-] | 2
COc1ccccc1C(=O)Oc1ccc2oc(=O)sc2c1 | 10
CCOC(=O)C1=C(C)NC(=S)NC1c1ccc(O)cc1 (configuration not stated) | -2
CCN(Cc1ccccc1)C(=O)c1ccccc1[N+](=O)[O-] | -2
CCOc1cc(C(=S)N2CCCCC2)cc(Br)c1O | -4
O=C(CN(c1cccc(Br)c1)S(=O)(=O)c1ccccc1)Nc1ccccc1 | 5
Cc1cccc(CC2CC(=O)N(c3ccc(Cl)c(Cl)c3)C2=O)c1 (configuration not stated) | 6
O=C(c1ccc(-c2ccccc2)cc1)N1CCN(CCN2C(=O)c3cccc4cccc(c34)C2=O)CC1 | 8
Cc1oc(NC(=O)CCCC(=O)O)c(C#N)c1C | 11
CC(=O)Oc1ccc(-c2cccc(C(=O)NC(CO)C(O)c3ccc([N+](=O)[O-])cc3)c2)cc1 (configuration not stated) | -2
CCN1C(=O)/C(=C\c2cccc(OCc3ccc(Cl)cc3Cl)c2)SC1=S | 10
CC(C)Cn1c(=O)c(C(=O)Nc2ncccn2)c(O)c2ccccc21 | 7
COc1ccc(C2/C(=C(\O)c3ccc(C)cc3)C(=O)C(=O)N2c2ncc(S(=O)(=O)c3ccc([N+](=O)[O-])cc3)s2)cc1 (configuration not stated) | 0
NC(=O)/C=C/c1cn(-c2ccccc2)nc1-c1ccccc1 | 3
CSCCOC(=O)C1=C(C)NC(=O)NC1c1cccc2ccccc12 (configuration not stated) | 8
O=C(Nc1nc2ccccc2n1CCOc1ccccc1)c1ccccc1 | 12
NC(=O)c1cnn2c1NC(c1cccs1)CC2C(F)(F)F (configuration not stated) | 14
Nc1c(C(=O)C2CC2)sc2nc3c(cc12)CCCC3 | -1
O=C1CC(=O)N(Cc2ccccc2)CCN1Cc1ccccc1 | -1
O=C(Nc1cc(C(F)(F)F)cc(C(F)(F)F)c1)c1ccc([N+](=O)[O-])cc1Cl | -1
O=C(NCC1CCCO1)c1cnn2c1NC(c1ccc(Br)cc1)CC2C(F)(F)F (configuration not stated) | -7
CC(=O)Nc1sc2c(c1C(=O)Nc1ccc(Br)cc1)CCCC2 | 2
COCCNC(=O)CN(c1ccc(OC)c(Cl)c1)S(C)(=O)=O | -3
O=[N+]([O-])c1ccc(F)c(NS(=O)(=O)c2ccccc2)c1 | 14
CCOc1ccc(N(CC(=O)NC(C)C)S(=O)(=O)c2ccc(SC)cc2)cc1 | 1
COc1nc(Nc2ccc(I)cc2)nc(OC)n1 | 4
CCSc1nc2sc3c(c2c2nncn12)CCN(C)C3 | 1
COc1ccccc1NC(=O)C1=C(C)NC2=C(C(=O)CCC2)C1c1ccc(Cl)cc1 (configuration not stated) | 15
O=c1/c(=C\c2ccccc2C(F)(F)F)sc2nc3ccccc3n12 | 12
CC(=O)CC(=O)Nc1ccn(-c2ccccc2)n1 | 12
CC(=O)CC(=O)Nc1c(Cl)cccc1Cl | 2
CCC(Oc1ccccc1)C(=O)Nc1cc(C)ccn1 (configuration not stated) | 8
O=[N+]([O-])c1ccccc1S(=O)(=O)Nc1cc(C(F)(F)F)ccc1Cl | 9
O=C1NC(=S)N(c2ccc(F)cc2)C(=O)/C1=C/c1ccc(F)cc1 | 21
NC(=O)c1ccc[n+](CC(=O)c2cc3ccccc3oc2=O)c1 | 1
O=C1/C(=C/c2ccccc2Cl)SC(=S)N1c1ccc(Br)cc1 | -4
O=C(COc1cccc2ccccc12)NNC(=O)C1CCCO1 (configuration not stated) | 4
CCCC/C(CC)=N\NC(=O)c1cc([N+](=O)[O-])cc([N+](=O)[O-])c1 | -1
O=C(O)c1ccccc1-c1ccccc1/C=N/O | 12
O=C(CN(c1cccc([N+](=O)[O-])c1)S(=O)(=O)c1ccccc1)NCCSCc1ccccc1Cl | 9
COc1cc(-c2nc3sc4c(c3c(=O)[nH]2)CCCC4)ccc1OCC(=O)O | 2
N/C(=N\OC(=O)c1ccc(Br)cc1)c1ccccn1 | 3
CCC1C(=O)N(c2nc(-c3ccc(I)cc3)cs2)N=C1C (configuration not stated) | -4
Cc1cccc(OCC(=O)NC(C)c2ccccc2)c1 (configuration not stated) | 4
CN1C(=O)/C(=C/c2ccc(-c3ccc([N+](=O)[O-])cc3)o2)SC1=S | 0

Of the compounds above, 8 contain bromine:
SMILES | ER stress death
CCOC(=O)c1ccc(N2NC(=O)/C(=C/c3ccc(Br)cc3)C2=O)cc1 | 2
CN(C)CCN1C(=O)C(=O)/C(=C(/O)c2ccccc2)C1c1ccc(Br)cc1 (configuration not stated) | 0
CCOc1cc(C(=S)N2CCCCC2)cc(Br)c1O | -4
O=C(CN(c1cccc(Br)c1)S(=O)(=O)c1ccccc1)Nc1ccccc1 | 5
O=C(NCC1CCCO1)c1cnn2c1NC(c1ccc(Br)cc1)CC2C(F)(F)F (configuration not stated) | -7
CC(=O)Nc1sc2c(c1C(=O)Nc1ccc(Br)cc1)CCCC2 | 2
O=C1/C(=C/c2ccccc2Cl)SC(=S)N1c1ccc(Br)cc1 | -4
N/C(=N\OC(=O)c1ccc(Br)cc1)c1ccccn1 | 3

Next structures.
SMILES | ER stress death
CCCOc1cccc(-c2nc3ccc(Cl)cc3c(=O)o2)c1 | 0
CCCOc1ccc(/C=N/Nc2nc(C)cc(-c3ccccc3)n2)c(O)c1 | 1
CCOC(=O)c1ccc(NC(=O)CCN2C(=O)S/C(=C\c3ccccc3OC)C2=O)cc1 | 14
CSc1ccc(S(=O)(=O)N(CC(=O)NC2CCCCC2)c2ccc(C)cc2)cc1 | 8
CCOC(=O)C1=C(O)/C(=C/c2ccco2)SC1=Nc1ccc([N+](=O)[O-])cc1 | -4
O=C(Oc1ccc(/C=N/NC(=O)C2COc3ccccc3O2)cc1)c1cccnc1 (configuration not stated) | 5
CCOc1cc(OCC)cc(C(=O)Nc2cc([N+](=O)[O-])ccc2Cl)c1 | 5
CCOc1cc(C(=O)Nc2ccc(Br)cc2F)cc(OCC)c1OCC | 14
CC1=C(C#N)c2nc(N)c(C#N)c(C)c2/C1=C/c1ccc(-c2ccc([N+](=O)[O-])cc2)o1 | -7
COc1ccccc1OCCOc1ccc(Br)cc1/C=C1/SC(=S)N(C)C1=O | 0
CC(=O)Nc1cccc(/C(C)=N/N=C2/NC(=O)C(CC(=O)Nc3ccc(Cl)cc3Cl)S2)c1 (configuration not stated) | 7
CCOC(=O)Cc1csc(NC(=O)c2cccc(F)c2)n1 | 13
CC1S/C(=N/N=C/c2cccc(Br)c2)NC1=O (configuration not stated) | 7
COc1ccc(C(=O)Oc2ccc(C(=S)N3CCC(C)CC3)cc2OC)cc1 | -4
COc1cc(/C=C2/C(=O)NN(c3ccc(Cl)cc3)C2=O)ccc1O | 13
CCCn1c(=O)c(C(=O)Nc2cccc(C)c2)c(O)c2ccccc21 | 7
CCC(C)c1ccc(NC(=O)C2C3C=CC(C3)C2C(=O)O)cc1 (configuration not stated) | 2
CCOC(=O)c1c(-c2ccccc2)oc2ccc(OCC(=O)N(CC)CC)cc12 | 6
CCC(C)NC(=O)NS(=O)(=O)c1ccccc1Cl (configuration not stated) | 5
O=C(Nc1c[nH]c(=O)[nH]c1=O)c1ccc(Cl)c(Cl)c1 | 2
Cc1ccc(Cl)cc1NS(=O)(=O)c1ccc(Cl)cc1 | 19
O=C(Nc1nc(-c2ccccc2)cs1)Nc1cccc2ccccc12 | -3
N#C/C(=C\C=C\c1ccccc1)C(=O)NCC1CCCO1 (configuration not stated) | 0
O=C(Oc1ccc(Cl)cc1)c1cccs1 | -23
COc1cccc(C(O)c2nc3ccccc3n2C(C)C)c1 (configuration not stated) | -5
O=C1NC(=O)/C(=C/c2ccc3c(c2)OCO3)S1 | -15
O=C(Nc1nncs1)c1sc2ccccc2c1Cl | -4
CCOC(=O)c1ccc2nc(C)c(C/C=C(/C)Cl)c(Cl)c2c1 | 10
CC(=O)Nc1nonc1-c1nc2ccccc2n1Cc1ccccc1 | 5
Cc1cccc(/C=N/N2CCN(Cc3cccc4ccccc34)CC2)c1 | 1
CCN(CC)CC(O)COc1ccccc1C(=O)CCc1ccccc1 (configuration not stated) | -7
N#Cc1c(N)nc(SCc2ccccc2)c(C#N)c1-c1cccs1 | 14
O=S(=O)(NNc1nc(-c2ccccc2)c2cc(Cl)ccc2n1)c1ccccc1 | 0
COc1ccc(C(=O)CC2(C(F)(F)F)NCCN2)cc1 | -1
COc1cc(NC(=O)COc2ccccc2Cl)cc(OC)c1 | 6
C=CCn1cc(C)c(=O)n(CC(C)C)c1=O | 6
CC1=C(C)CC(C(=O)NCCc2ccccc2)C(C(=O)O)C1 (configuration not stated) | 2
COc1ccc(OC)c(N(CC(=O)N(Cc2ccccc2)Cc2ccccc2)S(C)(=O)=O)c1 | 10
CC(=O)/C(CN1CCCCC1)=N/O | 12
CCOC(=O)C1=C(C)N(CCOC)C(=O)/C1=C\c1ccccc1F | 4
COC(=O)c1c(NC(=O)CCc2ccccc2)sc2c1CCC(C)C2 (configuration not stated) | 3
O=C(NC12CC3CC(CC(C3)C1)C2)c1ccccc1I | 4
O=C1CC(c2ccccc2)CC2=C1C(c1c(F)cccc1Cl)Nc1ccccc1N2 (configuration not stated) | 105*
CCC(=O)Nc1ccc(NC(=O)COc2cc(C)ccc2C(C)C)cc1 | -2
CCOc1ccc(C(=O)Nc2cc(-c3nc4ccccc4s3)ccc2Cl)cc1Cl | 5
NC(=O)C1CCN(C(=O)c2ccccc2Br)CC1 | 3
Cc1c(NC(=O)Cc2ccccc2)c(=O)n(-c2ccccc2)n1C | 4
O=C(COC(=O)c1ccccc1C(F)(F)F)c1ccc(-c2ccccc2)cc1 | 6
O=C(CSCC(=O)Nc1ccc2ccccc2c1)Nc1ccc(F)cc1 | 0
CC1=NOC(=O)/C1=C\c1ccc(OCc2ccc(Cl)cc2)cc1 | 10
COc1ccc(C(=O)N2CCN(Cc3cccc(C)c3)CC2)cc1OC | 2
CSc1ccc(S(=O)(=O)NCc2ccccc2C)cc1 | 4
CCc1ccccc1NC(=O)CN(c1ccc(C)c(Cl)c1)S(C)(=O)=O | 0
O=c1c2c(nc3cc(-c4cccc(F)c4)[nH]n13)CCCC2 | -6
CCOc1ccccc1N1CCN(C(=O)CCc2ccccc2)CC1 | 8
C=C1c2cc(OC)ccc2NC(=O)N1CC | 6
COc1ccc(N(CC(=O)Nc2ccc(C(C)C)cc2)S(=O)(=O)c2ccccc2)cc1Cl | 5
CCOc1cc(OCC)cc(C(=O)Nc2ccc3oc(-c4ccc(OC)cc4)nc3c2)c1 | 4
O=C(Nc1ccc([N+](=O)[O-])cc1)C1C(c2ccccc2)C1(Cl)Cl (configuration not stated) | -4
COc1ccc(N2C(=O)NC(=O)/C(=C\c3cc(Cl)c(OC)c(Cl)c3)C2=O)cc1 | 11

Following part:
SMILES | ER stress death
O=C1NC(=O)c2c1cc1ccccc1c2-c1ccccc1 | 1
COc1ccccc1-n1cnc2nc[nH]c(=O)c21 | 0
O=C(CCN1C(=O)S/C(=C\c2ccc(Cl)cc2)C1=O)Nc1ccccc1 | 1
COc1cc(C=Nc2ccc(Cl)c([N+](=O)[O-])c2)ccc1OC(C)=O | 0
COC(=O)C1=C(O)/C(=C/c2cc(C)n(-c3ccccc3C(F)(F)F)c2C)N=C1C | -2
COCCCNC(=O)COc1ccc(Br)c(C)c1 | -4
CC(C)c1ccc(NC2=NS(=O)(=O)c3cc([N+](=O)[O-])ccc32)cc1 | 0
Cc1cccc(NC(=O)CCC(=O)N/N=C/c2ccncc2)c1 | -1

Random excerpt: 5 entries already listed.
SMILES | ER stress death
COC(=O)C1=C(O)/C(=C/c2cc(C)n(-c3ccccc3C(F)(F)F)c2C)N=C1C | -2
COc1ccccc1-n1cnc2nc[nH]c(=O)c21 | 0
COc1cc(C=Nc2ccc(Cl)c([N+](=O)[O-])c2)ccc1OC(C)=O | 0
COCCCNC(=O)COc1ccc(Br)c(C)c1 | -4
Cc1cccc(NC(=O)CCC(=O)N/N=C/c2ccncc2)c1 | -1

Laid out differently: results already given
smiles	ER stress death
O=C1NC(=O)c2c1cc1ccccc1c2-c1ccccc1	1
COc1ccccc1-n1cnc2nc[nH]c(=O)c21	0
O=C(CCN1C(=O)S/C(=C\c2ccc(Cl)cc2)C1=O)Nc1ccccc1	1
COc1cc(C=Nc2ccc(Cl)c([N+](=O)[O-])c2)ccc1OC(C)=O	0
COC(=O)C1=C(O)/C(=C/c2cc(C)n(-c3ccccc3C(F)(F)F)c2C)N=C1C	-2
